# M1 PAM parental = nonselective calcium activators in parental CHO-K1 cells, primary screen, counter-screen for M1 PAM project, cell-based, Fluo-8 calcium fluorescence, full deck, 1536-well. ATP EC20; 0% at ATP EC20, 100% at ATP max. activation, % at 3 µM. actives 0.02% (n = 360,000). AID 602247, 2012;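 active = activation above the run cutoff, the mean activation of all test compounds plus 3 SD, cut at about 40% in these data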;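 also: peak over basal fluorescence ratio in a 140 s read after ATP addition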
# CHO parental Ca = ATP-evoked calcium signal inhibitors, parental CHO, primary screen, counter-screen for OX1R antagonist project, cell-based, fluorescence, Fluo-8 calcium dye; parental CHO-K1, ATP-induced calcium, Fluo-8 fluorescence; inhibition, % at 5.6 µM; actives 0.63% (n = 330,000); AID 463079, 2010;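 active = inhibition above that plate's mean sample inhibition plus 3 SD, cut at about 26% in these data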;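 also: 0% = ATP-challenged DMSO wells and 100% = DMSO wells without ATP; some compounds past the cut are filed as inactive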
#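 Measured by: calcium-sensitive Fluo-8 fluorescence / Test system: CHO parental line / Controls: ATP-challenged DMSO wells low, unchallenged DMSO wells high / Measure: % inhibition / Compound: single nominal dose of 5.6 µM per compound / Replicates: single well per compound, no replicates / Reagent: ATP as calcium-mobilizing challenge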
# CHO-K1 Ca antag = counter-screen for M1 antagonists: effect in parental CHO-K1 cells | ATP-induced calcium, Fluo-8 fluorescence | inhibition, % at 3 µM | actives 0.6% (n = 360,000);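 active = inhibition above a per-plate cutoff, the plate's mean sample inhibition plus 3 SD, cut at about 24% in these data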;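 also: 0% = DMSO plus EC80 ATP and 100% = DMSO alone without ATP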
# TAAR1 antagonist = human TAAR1 antagonists, primary screen, Fluo-8 calcium fluorescence, CHO RD-HGA16 cells. Trace amine-associated receptor 1 (Homo sapiens), Q96RJ0. antagonist. inhibition, % at 3 µM. actives 1.5% (n = 360,000). AID 624466, 2012;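 active = inhibition above a per-plate cutoff, the mean inhibition of test compounds on that plate plus 3 SD, cut at about 49% in these data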;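 also: 0% = DMSO plus EC80 beta-PEA response and 100% = DMSO alone without agonist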
# Target sequence (Q96RJ0 whole entry, looked up): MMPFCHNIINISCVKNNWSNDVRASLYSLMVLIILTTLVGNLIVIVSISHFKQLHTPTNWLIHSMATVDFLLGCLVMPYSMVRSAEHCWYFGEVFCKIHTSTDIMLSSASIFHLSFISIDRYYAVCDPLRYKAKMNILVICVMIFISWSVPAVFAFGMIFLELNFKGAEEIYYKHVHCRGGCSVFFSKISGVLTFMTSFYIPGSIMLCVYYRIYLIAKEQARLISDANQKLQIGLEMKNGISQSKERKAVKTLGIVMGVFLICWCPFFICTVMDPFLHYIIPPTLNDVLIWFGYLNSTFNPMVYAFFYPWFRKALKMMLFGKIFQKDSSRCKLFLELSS
#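 Test system: CHO RD-HGA16 cells bearing hTAAR1 | Reagent: β-PEA, EC80 | Compound dosing: 3 µM, single point | Schedule: Dye loading 75 min at 37 °C, then 30 min room temperature | Signal: Calcium fluorescence with Fluo-8 | Evaluation: Percent inhibition of PEA-evoked calcium signal, max/basal emission ratio | Control set: DMSO-only wells and EC80 β-PEA-stimulated wells | Repeats: Singlicate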
# CHRM1 antagonist = human M1 muscarinic receptor antagonists, primary screen, CHO-K1 cells, Fluo-8 calcium fluorescence, 1536-well; CHO-K1 hM1, ACh EC80 antagonist; inhibition, % at 3 µM; actives 1.3% (n = 360,000); AID 588852, 2011;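 active = percent inhibition above its own plate's cutoff, namely the mean of that plate's compound wells plus 3 SD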;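 also: peak over basal fluorescence ratio during 140 s after agonist addition; 0% = ACh EC80 plus DMSO and 100% = DMSO alone without agonist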
# Target sequence (P11229 whole entry, looked up): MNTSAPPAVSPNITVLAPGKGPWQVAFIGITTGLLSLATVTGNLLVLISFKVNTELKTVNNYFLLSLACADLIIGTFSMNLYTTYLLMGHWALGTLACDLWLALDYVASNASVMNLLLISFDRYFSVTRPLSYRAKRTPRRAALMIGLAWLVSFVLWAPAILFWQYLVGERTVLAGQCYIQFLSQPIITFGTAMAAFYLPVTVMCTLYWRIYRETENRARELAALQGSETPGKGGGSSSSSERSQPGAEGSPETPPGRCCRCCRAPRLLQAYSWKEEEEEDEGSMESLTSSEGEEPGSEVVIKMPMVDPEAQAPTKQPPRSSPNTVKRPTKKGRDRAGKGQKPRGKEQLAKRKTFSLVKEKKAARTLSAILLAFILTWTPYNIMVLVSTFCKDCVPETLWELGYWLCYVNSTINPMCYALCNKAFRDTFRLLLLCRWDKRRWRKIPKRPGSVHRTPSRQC
# CHRM1 agonist = human M1 muscarinic receptor agonists, primary screen, Fluo-8 calcium fluorescence, CHO-K1 cells, HTS; activation, % at 3 µM; AID 588814, 2011; CHO-K1 hM1, agonist mode; 0% DMSO, 100% acetylcholine EC100; Muscarinic acetylcholine receptor M1 (Homo sapiens), P11229; actives 0.33% (n = 360,000);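 active = activation above the run's mean compound activation plus 3 SD, cut at about 16% in these data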;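 also: peak over basal fluorescence ratio within a 140 s kinetic read after compound addition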
# CHRM1 PAM = human M1 muscarinic receptor positive allosteric modulators, primary screen, CHO-K1 cells, Fluo-8 calcium fluorescence, 1536-well; Muscarinic acetylcholine receptor M1 (Homo sapiens), P11229; CHO-K1 hM1, ACh EC20; 0% = ACh EC20, 100% = maximal ACh; activation, % at 3 µM; actives 0.088% (n = 360,000); AID 588819, 2011; in the data active = activation above about 19%, passing the limit was not always enough
# TAAR1 agonist = human TAAR1 agonists, primary screen, Fluo-8 calcium fluorescence, CHO RD-HGA16 cells. vehicle wells 0%, saturating PEA agonist 100%. activation, % at 3 µM. actives 0.99% (n = 360,000);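 active = activation above the mean activation of all test compounds in the run plus 3 SD, cut at about 38% in these data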
#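 Benchmarks: low control DMSO, high control PEA (EC100); System: CHO RD-HGA16 cells carrying human TAAR1 plus Gα16; Detection: Fluo-8 fluorescence, 5 s baseline then 140 s kinetic read; Schedule: 17-24 h plating, Fluo-8 75 min 37 °C, 30 min RT; Read-out basis: % activation from peak over basal fluorescence ratio, DMSO-to-PEA scaled.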
# M1 ag parental = counter-screen for M1 agonists: effect in parental CHO-K1 cells | actives 0.48% (n = 360,000) | Fluo-8 calcium fluorescence; scaled to maximal ATP response, vehicle zero | activation, % at 3 µM; in the data active = activation above about 15%;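 also: untransfected CHO-K1 host cells lacking M1 receptor as counterscreen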
# * = called active by the depositor; · = not tested or not shown.
(1) CC1(Cc2ccc(Cl)cc2)C(=O)Nc2ccc(-c3cccnc3)cc21 (stereo not drawn)
(2) O=S(=O)(c1ccc2oc3ccccc3c2c1)N1CCOCC1
(3) CN1CCN(c2nc3c(c(=O)n(C)c(=O)n3C)n2Cc2cccc(Br)c2)CC1
(4) CC(C)c1cc(C(=O)N/N=C/c2cccnc2)n[nH]1
(5) O=C(CSc1nnnn1Cc1ccccc1)Nc1ccc2c(c1)OCO2
(6) CCCn1nc(C(=O)NNC(=O)c2ccc(OC(F)F)cc2)c2ccccc2c1=O

Screen / compound no.,1,2,3,4,5,6
CHO-K1 Ca antag,1,-12,-8,5,-4,15
CHRM1 agonist,-2,-6,-6,-7,-4,-3
CHO parental Ca,·,-9,-11,4,-8,-20
CHRM1 PAM,1,10,14,6,0,2
TAAR1 antagonist,-17,0,-30,9,13,-33
M1 PAM parental,1,23,13,3,8,-24
TAAR1 agonist,1,5,1,0,8,-5
CHRM1 antagonist,-2,-13,-22,-11,1,-2
M1 ag parental,1.2,1.1,0.2,0.4,0.2,-1.2

(7) Cc1ccc(C(=O)CSc2nc3ccccc3c(=O)n2N)o1
(8) CC(C)N1CC(C(=O)Nc2ccc(Br)c(Cl)c2)CC1=O (stereo not drawn)
(9) O=C(NNC(=O)C1CCN(S(=O)(=O)c2ccc(Cl)cc2)CC1)c1ccc(S(=O)(=O)N2CCCCC2)cc1
(10) OCC(O)C1OC(c2ccccc2)OC(CO)C1O (stereo not drawn)
(11) Cc1cccc(CS(=O)(=O)Cc2ccc(C(=O)NC3CCCCCC3)o2)c1
(12) COC(C[C@@H]1O[C@H]1C(=O)[C@@H](C)OCc1ccccc1)OC

Screen / compound no.,7,8,9,10,11,12
CHO-K1 Ca antag,-17,-4,-5,-4,-1,-9
CHRM1 agonist,-6,-3,-11,-1,1,-3
CHO parental Ca,-10,7,-10,·,-6,-5
CHRM1 PAM,4,4,-2,9,6,12
TAAR1 antagonist,14,11,6,12,-23,-12
M1 PAM parental,9,19,11,20,16,18
TAAR1 agonist,14,9,-1,1,-2,12
CHRM1 antagonist,-9,1,0,-18,-3,-3
M1 ag parental,1.1,0.9,-0.3,0.5,13,-0.1

# Fetched one by one from the list above (2):
(8) CC(C)N1CC(C(=O)Nc2ccc(Br)c(Cl)c2)CC1=O (stereo not drawn)
(11) Cc1cccc(CS(=O)(=O)Cc2ccc(C(=O)NC3CCCCCC3)o2)c1

Screen / compound no.,8,11
CHO-K1 Ca antag,-4,-1
CHRM1 agonist,-3,1
CHO parental Ca,7,-6
CHRM1 PAM,4,6
TAAR1 antagonist,11,-23
M1 PAM parental,19,16
TAAR1 agonist,9,-2
CHRM1 antagonist,1,-3
M1 ag parental,0.9,13

# (more compounds)
(13) CCCCOc1cccc(C(=O)Nc2ccc(S(=O)(=O)Nc3cc(C)on3)cc2)c1
(14) CCOC(=O)N1CCN(c2ncc(C(F)(F)F)cc2Cl)CC1
(15) O=C(Nc1ccc2c(c1)oc1ccccc12)c1cccnc1
(16) FC(F)(F)c1ccccc1Nc1nccs1
(17) CCOC1CS(=O)(=O)CC1OCC (stereo not drawn)
(18) COC(=O)c1ccc(C)c(NC(=O)Cn2cnc3ccccc3c2=O)c1

Screen / compound no.,13,14,15,16,17,18
CHO-K1 Ca antag,-19,-7,-4,-4,-6,-11
CHRM1 agonist,-7,-9,-2,-1,-1,-2
CHO parental Ca,-11,-6,-17,-7,-6,-2
CHRM1 PAM,5,8,5,8,3,5
TAAR1 antagonist,20,0,9,-13,9,-24
M1 PAM parental,4,5,13,11,-1,23
TAAR1 agonist,8,3,3,6,2,5
CHRM1 antagonist,-7,5,-3,-20,-4,-4
M1 ag parental,0.6,0.1,1.5,0.2,0.2,0.1

(19) CC(C(=O)Nc1nccs1)N1C(=O)c2ccccc2S1(=O)=O (stereo not drawn)
(20) Cc1ccc(S(=O)(=O)N(C)C[C@@H]2OCCCC[C@@H](C)Oc3ccc(NS(=O)(=O)c4c(C)noc4C)cc3C(=O)N([C@H](C)CO)C[C@@H]2C)cc1
(21) CC(C)(C)c1cc(-n2ccnc2)n2ncc(-c3ccc(Cl)cc3)c2n1
(22) O=C(COC(=O)CCNS(=O)(=O)c1ccccc1F)Nc1nnc(-c2ccccc2)o1
(23) Cc1nnc(SCC(=O)N2CCCC(C(=O)c3ccc(Cl)cc3)C2)o1 (stereo not drawn)
(24) CN1CCc2nc(SCC(=O)Nc3cccc(F)c3)c(C#N)c(-c3cccs3)c2C1

Screen / compound no.,19,20,21,22,23,24
CHO-K1 Ca antag,-3,-8,-7,-1,-10,-9
CHRM1 agonist,-3,-9,-4,1,-7,-6
CHO parental Ca,-11,·,-4,6,-29,-7
CHRM1 PAM,1,-5,6,8,8,1
TAAR1 antagonist,7,-20,-19,-24,-16,3
M1 PAM parental,3,6,8,12,11,16
TAAR1 agonist,1,8,4,0,-1,9
CHRM1 antagonist,-7,-6,-6,-8,-7,-5
M1 ag parental,0.5,0.5,0.1,1.1,1.4,2.2

(25) Cc1cccc(N2CCN(C(=O)COc3cc4oc(=O)cc(C)c4cc3Cl)CC2)c1C
(26) CCC(C)NC(=O)C1CCC(=O)N1CCc1ccccc1 (stereo not drawn)
(27) O=C(OCCN=C1NS(=O)(=O)c2ccccc21)c1ccco1
(28) N#Cc1ccc(OCC(=O)NCCc2ccc(S(N)(=O)=O)cc2)cc1
(29) CC1CC(C)CN(CC(O)COCc2ccccc2F)C1 (stereo not drawn)
(30) Fc1ccc(CN2CCN(C(c3ccccc3)c3ccccc3)CC2)cc1

Screen / compound no.,25,26,27,28,29,30
CHO-K1 Ca antag,-9,-10,8,-5,-7,-7
CHRM1 agonist,-2,-3,5,-3,-9,-8
CHO parental Ca,-9,-20,-8,8,-24,-31
CHRM1 PAM,12,17,15,4,3,-27
TAAR1 antagonist,-25,-10,-9,-8,-9,-35
M1 PAM parental,23,11,-6,6,-13,1
TAAR1 agonist,3,6,4,16,5,6
CHRM1 antagonist,-14,-20,1,-3,5,36*
M1 ag parental,1.2,1.0,0.2,0.0,0.6,0.2

(31) Cc1ccc(Nc2c(-c3ccccc3O)nc3ncccn23)cc1
(32) O=C1Cc2ccccc2Sc2c(OCCN3CCCCC3)cccc21
(33) N#Cc1cc(C#N)c(N2CCN(c3cccc(Cl)n3)CC2)nc1N
(34) O=C(COc1cccc(NC(=O)c2cccs2)c1)c1ccc(F)cc1
(35) O=C(Cc1ccc([N+](=O)[O-])cc1)Nc1ccc2c(c1)CCC2
(36) COc1ccc(NC(=O)/C(C#N)=C/c2ccc3c(c2)n(C)c(=O)n3C)cc1

Screen / compound no.,31,32,33,34,35,36
CHO-K1 Ca antag,3,-1,-4,-3,-2,-9
CHRM1 agonist,-4,1,5,-3,-6,0
CHO parental Ca,-24,-18,-13,-12,15,3
CHRM1 PAM,10,-5,-6,-5,-6,-7
TAAR1 antagonist,-38,-5,58*,13,-12,-15
M1 PAM parental,-2,2,12,4,2,24
TAAR1 agonist,-3,2,32,13,3,2
CHRM1 antagonist,-18,6,11,5,1,4
M1 ag parental,-0.5,1.1,8.9,4.1,-0.2,0.2

# Just CHRM1 antagonist and CHRM1 agonist, for two of the compounds above:
No. | Molecule | CHRM1 antagonist | CHRM1 agonist
27 | O=C(OCCN=C1NS(=O)(=O)c2ccccc21)c1ccco1 | 1 | 5
13 | CCCCOc1cccc(C(=O)Nc2ccc(S(=O)(=O)Nc3cc(C)on3)cc2)c1 | -7 | -7

# (listing goes on)
(37) CCSc1nnc(-c2ccc(S(=O)(=O)N3CCCC3)cc2)n1C
(38) CC(=O)c1cn(C2OC(CO)C3OC(C)(C)OC32)c(=O)n(C)c1=O (stereo not drawn)
(39) CCOc1cc(-c2noc(CCC(=O)NCCc3ccccc3)n2)ccc1OC
(40) O=C1CCCC2=C1C(c1cccc(Br)c1)n1nc(-c3ccco3)nc1N2 (stereo not drawn)
(41) CC(=O)OCc1cc2cccc(C)c2[nH]c1=O
(42) Cc1cc(C)c(S(=O)(=O)N2CCCCCC2)cc1Br
(43) Cc1cc(=O)[nH]c(SCc2cccc(F)c2)n1

Screen / compound no.,37,38,39,40,41,42,43
CHO-K1 Ca antag,-18,5,5,-13,-2,2,-14
CHRM1 agonist,-10,-4,-1,0,-3,-7,-2
CHO parental Ca,11,-1,-17,6,-4,-16,12
CHRM1 PAM,-4,0,2,2,2,0,7
TAAR1 antagonist,-1,-4,-22,-8,-13,14,-1
M1 PAM parental,1,-12,-11,19,10,9,18
TAAR1 agonist,7,1,2,10,3,9,0
CHRM1 antagonist,6,3,-2,-11,-11,0,-19
M1 ag parental,0.1,-0.2,0.2,5.8,-0.1,0.4,0.2

# Copied from above, nos. 37–39
(37) CCSc1nnc(-c2ccc(S(=O)(=O)N3CCCC3)cc2)n1C
(38) CC(=O)c1cn(C2OC(CO)C3OC(C)(C)OC32)c(=O)n(C)c1=O (stereo not drawn)
(39) CCOc1cc(-c2noc(CCC(=O)NCCc3ccccc3)n2)ccc1OC

Screen / compound no.,37,38,39
CHO-K1 Ca antag,-18,5,5
CHRM1 agonist,-10,-4,-1
CHO parental Ca,11,-1,-17
CHRM1 PAM,-4,0,2
TAAR1 antagonist,-1,-4,-22
M1 PAM parental,1,-12,-11
TAAR1 agonist,7,1,2
CHRM1 antagonist,6,3,-2
M1 ag parental,0.1,-0.2,0.2

# Compound activity deposited in PubChem BioAssay by The Scripps Research Institute Molecular Screening Center.
